# Compound activity as filed in PubChem.
# Rac1 act GTP bind: alters GTP binding to activated mutant human Rac1; GST-Rac1 activated beads, fluorescent GTP binding, flow cytometry; actives lie on both sides; 100% means binding = to untreated wells; percent activity (GTP binding), % at 10 µM; actives 0.11% (n = 190,000); AID 764;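 active = GTP binding at least 20 percentage points away from the 100% baseline, in either direction, so actives lie on both sides; inconclusive = Compound likely fluorescent itself, or too few beads counted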
# Cdc42 wt GTP: changes GTP binding to wildtype human Cdc42; P60953; GST-Cdc42 beads, Bodipy-GTP binding, flow cytometry; actives lie on both sides; percent activity (GTP binding), % at 10 µM; actives 0.2% (n = 190,000);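 active = percent activity GTP binding at least 20 points away from the 100% baseline, either down as inhibitor or up as activator; inconclusive = compound flagged as likely green fluorescent from well-wide comparison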;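 note: median bead fluorescence of bound Bodipy-FL-GTP at 100 nM; 0% = excess unlabeled GTP control and 100% = no compound control; below 100% means less GTP binding so inhibitor and above means activator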
# Target sequence (P60953 whole entry, looked up): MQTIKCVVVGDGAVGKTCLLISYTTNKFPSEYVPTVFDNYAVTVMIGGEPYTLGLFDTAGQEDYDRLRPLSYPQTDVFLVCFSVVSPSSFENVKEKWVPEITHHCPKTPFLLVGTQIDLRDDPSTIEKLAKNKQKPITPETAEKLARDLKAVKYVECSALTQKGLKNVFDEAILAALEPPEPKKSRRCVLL
# Bim-Bcl-B: human Bim-Bcl-B interaction inhibition; Q9HD36; bead-based flow cytometry, Bim peptide-Bcl-B binding; inhibition, % at 10 µM; actives 0.073% (n = 190,000); AID 951;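 note: 0% = tracer peptide without compound and 100% = reference inhibitor peptide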
# Target sequence (Q9HD36 whole entry, looked up): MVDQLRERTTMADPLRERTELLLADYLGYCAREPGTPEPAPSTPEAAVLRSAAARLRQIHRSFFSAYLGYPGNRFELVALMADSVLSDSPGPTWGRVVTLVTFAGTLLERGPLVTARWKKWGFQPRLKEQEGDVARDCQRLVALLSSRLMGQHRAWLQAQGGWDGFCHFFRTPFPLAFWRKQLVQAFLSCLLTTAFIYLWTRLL
# Rab2A wt mod: changes GTP binding to wildtype dog Rab2A, up or down; P61105; GST-Rab2 wt beads, Bodipy-GTP binding, flow cytometry; GTP binding activity, % at 10 µM; actives 0.19% (n = 190,000);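 active = GTP binding activity at least 20 points away from 100%, either lowered or raised; inconclusive = signal likely due to the compound's own green fluorescence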;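 note: 0% = beads with excess unlabeled GTP and 100% = no-compound control corrected for plate trend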
# Bcl-2 Bim block: human Bim-Bcl-2 interaction inhibition | actives 0.06% (n = 190,000) | inhibition, % at 10 µM | AID 950 | Bead-based flow cytometry, Bim peptide-Bcl-2 binding | P10415; in the data active = inhibition above about 40%; inconclusive = no clear call, values can overlap the other calls;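 note: 0% = no compound wells with probe peptide and 100% = reference peptide inhibitor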
# HRas wt GTP bind: human HRas wildtype GTP binding, change in either direction; GST-Ras wt beads, Bodipy-FL-GTP binding, flow cytometry; actives lie on both sides; actives 0.14% (n = 190,000); AID 759; GTP binding activity, % at 10 µM; P01112;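 active = GTP binding activity at least 20% away from the 100% baseline, either lowered as inhibitor or raised as activator; inconclusive = flagged as likely green fluorescent, judged across all proteins in the well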;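 note: 0% = unlabeled GTP competition control and 100% = no-compound control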
# Target sequence (P01112 whole entry, looked up): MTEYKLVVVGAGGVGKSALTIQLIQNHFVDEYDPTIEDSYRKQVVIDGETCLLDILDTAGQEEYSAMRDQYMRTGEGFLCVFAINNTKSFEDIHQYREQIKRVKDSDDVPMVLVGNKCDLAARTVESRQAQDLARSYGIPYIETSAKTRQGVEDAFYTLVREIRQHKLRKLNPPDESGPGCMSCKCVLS
# Bcl-W Bim block: human Bim-Bcl-W interaction inhibition | Q92843 | bead-based flow cytometry, Bim peptide-Bcl-W binding | inhibition, % at 10 µM | actives 0.02% (n = 190,000);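 note: 0% = bound tracer without compound and 100% = peptide blocker; higher means less fluorescent Bim peptide bound to Bcl-W beads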
# Target sequence (Q92843 whole entry, looked up): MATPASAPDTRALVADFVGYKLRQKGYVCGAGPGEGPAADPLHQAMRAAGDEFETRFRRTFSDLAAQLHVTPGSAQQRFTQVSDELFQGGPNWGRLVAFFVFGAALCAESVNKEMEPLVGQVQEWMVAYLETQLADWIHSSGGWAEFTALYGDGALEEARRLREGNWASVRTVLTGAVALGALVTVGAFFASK
# Bfl-1 Bim block: human Bim-Bfl-1 interaction inhibition. Bead-based flow cytometry, Bim-Bfl-1 binding inhibition. inhibition, % at 10 µM. AID 1008. actives 0.12% (n = 190,000);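 note: 0% = wells without compound plus tracer and 100% = blocker peptide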
# Rac1 wt modul: modulators of human Rac1 wildtype GTP binding; P63000; GST-Rac1 beads, fluorescent GTP binding, flow cytometry; actives lie on both sides; 0 = cold GTP competed, 100 = untreated; GTP binding activity (% of control), % at 10 µM; actives 0.27% (n = 190,000);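 active = GTP binding activity at least 20 points away from the 100% control level, either lower or higher; inconclusive = compound flagged as likely green fluorescent, judged across all proteins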
# Bcl-XL Bim block: inhibitors of Bim-Bcl-XL interaction, human; Bim peptide-Bcl-XL binding, bead flow cytometry, fluorescence; inhibition, % at 10 µM; actives 0.04% (n = 190,000)
# Target sequence (Q07817 whole entry, looked up): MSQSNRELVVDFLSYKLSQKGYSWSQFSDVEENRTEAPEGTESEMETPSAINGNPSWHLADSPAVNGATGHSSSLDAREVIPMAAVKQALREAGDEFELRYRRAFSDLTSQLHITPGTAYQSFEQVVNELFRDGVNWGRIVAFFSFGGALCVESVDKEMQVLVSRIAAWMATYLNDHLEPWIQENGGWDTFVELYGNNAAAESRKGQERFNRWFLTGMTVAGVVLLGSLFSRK
# Rab7 wt GTP bind: alters GTP binding to wildtype dog Rab7 | GST-Rab7 beads, fluorescent GTP binding, flow cytometry; actives lie on both sides; untreated = 100%, excess cold GTP = 0% | GTP binding activity (percent of control), % at 10 µM | actives 0.055% (n = 190,000) | AID 758;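 active = fluorescent GTP binding to Rab7 beads changed by at least 20 points from the 100% baseline, either direction, mostly lower; inconclusive = compound itself probably fluorescent, or too few beads counted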;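 note: median green fluorescence of bound Bodipy-FL-GTP per Rab7 bead population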
# * = called active by the depositor; ? = inconclusive. Cut-off read from the data, not from the text of the source, unless noted: active = inhibition above about 40%. Random draw from the library; overall some 0.62% were active at least once.
no.	mol	Bcl-XL Bim block	Cdc42 wt GTP	Bcl-2 Bim block	Rac1 wt modul	Rab2A wt mod	Bfl-1 Bim block	Bim-Bcl-B	Rab7 wt GTP bind	Rac1 act GTP bind	Bcl-W Bim block	HRas wt GTP bind
1	COCCNC(=O)C(C#N)c1nc2ccccc2nc1N1CCCCCC1 (stereo not given)	0	99	0	100	99	0	-11	99	98	-4	98
2	CCN1CCN(C(=O)Nc2ccc(OC)cc2OC)CC1	-1	102	-5	105	103	-3	-6	105	97	0	100
3	O=C(Cn1c(NCCO)nc2ccccc21)c1ccccc1	-1	102	0	108	97	2	-5	96	101	0	99
4	COC(=O)CC1=C(C(=O)OC)C(c2ccc3c(c2Cl)OCO3)C(C#N)=C(N)O1 (stereo not given)	-9	99	-11	97	97	-11	-12	97	93	0	98
5	CCN1CCCC(OC(=O)c2cc(-c3ccc(C)cc3)nc3ccccc23)C1 (stereo not given)	-3	98	-3	97	96	-10	-7	94	97	-4	96
6	O=C(/C=C/c1ccc2c(c1)OCO2)c1ccc[nH]1	-4	99	-2	103	97	-1	-4	99	100	-3	98
7	CCOC(=O)C1CCCN(CCC(=O)Nc2ccccc2)C1 (stereo not given)	2	100	-2	101	98	0	0	98	97	2	100
8	O=C(c1scc2c1CCCC2)N1CCCCC1	-2	99	-1	99	97	-11	-4	97	98	2	99
9	CCOc1cc(/C=C/c2cc(C(F)(F)F)[nH]c(=O)n2)ccc1O	-1	87	-7	86	90	-10	-2	99	89	0	90
10	Cc1cc2nnc(SCC(=O)N3CCCCC3)n2c(N)n1	0	95	-2	96	95	0	-1	102	96	1	96
11	O=C(CNC(=S)N(CCCN1CCOCC1)Cc1cccs1)NC1CC1	-1	101	-4	106	101	-14	-3	102	105	-2	102
12	Cc1ccc(-n2[nH]c(C)c(/C=N/NC(=O)c3ccc([N+](=O)[O-])cc3)c2=O)c(C)c1	-3	?	-1	?	?	0	-2	?	?	-2	?
13	Cc1ccc(-c2cnc(-c3ccncc3)o2)cc1	-2	97	-2	94	96	0	-1	95	95	-6	94
14	c1ccc(-n2nnnc2-c2cnc(-c3ccncc3)nc2-c2cccs2)cc1	0	103	0	105	100	0	-7	101	98	-2	103
15	CC(=O)NC1C(Oc2ccc3c(C)cc(=O)oc3c2)OC(COC(C)=O)C(OC(C)=O)C1OC(C)=O (stereo not given)	-8	103	-4	100	100	-7	-6	98	96	-3	97
16	CCc1ccc(C=NC23CN4CN(CN(C4)C2)C3)s1	-1	105	-3	111	103	-2	-3	102	103	4	104
17	Nn1c(SCC(=O)N2CCCCC2)nnc1-c1ccncc1	-13	97	-8	93	96	-11	-10	95	98	-2	98
18	Cc1cc(Cl)c(OCCOCCN2CCCCC2)c(Br)c1	-4	99	0	105	96	0	-3	99	101	-2	97
19	COc1ccc(/C=C/C(=O)OCC(=O)c2c(N)n(C)c(=O)n(C)c2=O)c(OC)c1	2	98	1	97	99	-1	-1	103	98	3	100
20	O=c1c(Cc2ccccc2)c(O)ccn1CCc1cnc[nH]1	1	94	1	95	95	-2	0	93	94	0	94
21	COc1cccc([C@@H]2Oc3ccc(OC)cc3C(=O)[C@H]2O)c1	-5	103	0	105	101	0	-5	100	97	0	99
22	O=C(O)COc1c(-c2ccccc2)oc2ccccc2c1=O	-4	99	-6	102	99	-11	-6	99	99	-1	100
23	O=C(NCC1CCCO1)c1cccc(Br)c1 (stereo not given)	-1	106	-1	105	104	0	-2	102	99	-2	104
24	Cc1cc(NC(=O)Cn2cnc3c(nnn3-c3ccc(C)c(Cl)c3)c2=O)no1	0	93	-1	94	94	-2	-1	105	91	1	96
25	O=C(Cc1ccccc1)NCC1CCCO1 (stereo not given)	0	100	0	99	98	0	0	98	98	0	99
26	COC(=O)C(=NNc1c(C)n(C)n(-c2ccccc2)c1=O)C(=O)OC	-7	97	-8	101	99	-12	-12	97	99	-2	100
27	COc1ccc(C(=O)Nc2cc(C(=O)c3ccccc3)c(C)oc2=O)cc1	-2	103	-7	103	98	-13	-9	101	97	-3	100
28	O=C(NCC(=O)N1CC(O)CC1C(=O)N1CC(O)CC1C(=O)OCc1ccccc1)OCc1ccccc1 (stereo not given)	-2	98	0	101	102	-2	-5	103	97	0	99
29	O=C(Nc1cc(C(F)(F)F)ccc1Cl)c1ccc(NC(=O)C(F)(F)F)cc1	-3	101	-4	104	102	-1	-2	104	97	0	101
30	COC(=O)c1ccccc1NC(=O)N1CCN(S(=O)(=O)c2ccc(Cl)cc2)CC1	-1	94	-5	95	94	-3	-1	95	94	-5	96
31	COc1ccc(CNc2nc3c(c(=O)n(Cc4ccc(F)cc4)c(=O)n3C)n2C)cc1	-12	87	-8	88	87	-8	-9	93	84	1	92
32	Cc1ccc(NCc2nnc(SCC(=O)Nc3cc(C)on3)n2C)cc1	-2	93	-9	100	99	-1	-4	95	95	-3	96
33	CSc1nc(Oc2ccc3ccccc3c2)c2ccccc2n1	-21	98	-7	100	97	-8	-11	97	96	-5	98
34	O=c1cc(CN2CCN(c3ccccc3F)CC2)c2cc3c(cc2o1)CCCC3	-3	103	-6	103	102	-11	-5	99	100	0	101
35	CC1CCc2cc(F)ccc2N1C(=O)C1(C)CC1(Cl)Cl (stereo not given)	-9	105	-1	102	104	0	-4	96	100	-4	105
36	CC(C)C(=O)Nc1ccc2c(c1)C(=O)NC2=O	-2	96	-1	102	97	-6	-2	103	96	-1	99
37	COc1ccc(Nc2nc(NCc3ccco3)nc(N/N=C/c3ccccc3F)n2)cc1	-9	97	-4	100	98	0	-8	100	98	-2	98
38	COc1ccc(C(=O)COC(=O)CCN2C(=O)C3C4CCC(C4)C3C2=O)cc1 (stereo not given)	1	96	0	101	98	1	1	102	97	0	97
39	CCOC(=O)N1CCN(C(=O)c2ccc(OCC)cc2)CC1	-4	104	-5	103	104	-5	-3	101	102	-4	106
40	Cc1cc(C)n(-c2cc(N3CCN(C(=O)c4ccc(C(C)(C)C)cc4)CC3)ccc2[N+](=O)[O-])n1	-5	100	-9	105	102	-17	-9	102	97	3	101
41	Cc1ccc(/C=N/NC(=O)c2ccoc2C)o1	-4	98	-7	99	100	-11	-7	100	99	-1	101
42	CCn1c(COc2ccccc2C)nnc1SCc1nc2ccccc2c(=O)[nH]1	-7	96	0	97	98	-2	-5	106	96	-8	98
43	Fc1ccc(NCc2nnc3n2CCCCC3)cc1	1	96	-2	100	96	-6	0	105	94	1	97
44	O=C(Nc1ccccc1)c1ccccc1NC(=O)C(F)(F)F	-2	103	-8	109	99	-10	-7	98	102	3	101
45	COc1ccc(-c2ccc(SCC(=O)N3CCOCC3)nn2)cc1	-2	101	-4	108	102	-4	0	100	101	1	100
46	Cc1ccc(C)c(/C=N/n2cc(-c3ccccc3)[nH]c2=S)c1	-3	96	3	98	96	6	-14	96	95	6	97
47	CC1Cc2ccccc2N1C(=O)CSc1nc2ccccc2n1CC(=O)N1CCOCC1 (stereo not given)	0	103	-3	102	102	-6	-6	103	99	-1	103
48	CC(C)C(NS(=O)(=O)c1cccs1)C(=O)NCCN1CCN(c2ccccc2)CC1 (stereo not given)	0	104	-3	109	101	-11	-7	102	100	1	103
49	COc1ccc2cc(CN(CCc3ccccc3)Cc3nnnn3Cc3ccco3)c(=O)[nH]c2c1	0	94	4	97	97	5	5	94	96	3	96
50	COc1ccc(C2C(C(=O)N3CCOCC3)CCC(=O)N2c2cc(OC)c(OC)c(OC)c2)cc1 (stereo not given)	-4	108	-9	107	104	-16	-7	101	101	-1	104
51	Cc1ccsc1/C=C1/SC(=O)N(CC(=O)N2CCOCC2)C1=O	-2	100	-4	109	98	-16	-8	99	100	0	101
52	Cc1ccc(NC(=O)/C(=C\c2ccc3c(c2)OCO3)NC(=O)c2ccco2)cc1	-4	105	-2	103	103	0	-1	96	101	1	103
53	O=C1C(Cl)=C(N2CCCCC2)C(=O)N1c1ccccc1	-4	103	0	104	103	0	-5	102	98	-4	102
54	COc1cccc(-c2nn(C)c3sc(C(=O)NCc4ccccn4)cc23)c1	0	92	-2	92	89	1	0	94	94	0	90
55	CC(Oc1ccccc1)C(=O)OCC(=O)N1CC(=O)Nc2ccccc21 (stereo not given)	0	95	-2	98	95	-6	-2	94	97	-1	94
56	CCOc1ccc(CN2CCN(Cc3cccn3-c3cccnc3)CC2CCO)cc1 (stereo not given)	-2	99	0	102	101	-6	0	100	98	-1	99

# Arranged by formula weight (low to high): part of the list above
no.	mol	Bcl-XL Bim block	Cdc42 wt GTP	Bcl-2 Bim block	Rac1 wt modul	Rab2A wt mod	Bfl-1 Bim block	Bim-Bcl-B	Rab7 wt GTP bind	Rac1 act GTP bind	Bcl-W Bim block	HRas wt GTP bind
53	O=C1C(Cl)=C(N2CCCCC2)C(=O)N1c1ccccc1	-4	103	0	104	103	0	-5	102	98	-4	102
52	Cc1ccc(NC(=O)/C(=C\c2ccc3c(c2)OCO3)NC(=O)c2ccco2)cc1	-4	105	-2	103	103	0	-1	96	101	1	103
56	CCOc1ccc(CN2CCN(Cc3cccn3-c3cccnc3)CC2CCO)cc1 (stereo not given)	-2	99	0	102	101	-6	0	100	98	-1	99

# The list continues.
no.	mol	Bcl-XL Bim block	Cdc42 wt GTP	Bcl-2 Bim block	Rac1 wt modul	Rab2A wt mod	Bfl-1 Bim block	Bim-Bcl-B	Rab7 wt GTP bind	Rac1 act GTP bind	Bcl-W Bim block	HRas wt GTP bind
57	CCCCCCn1c(SCC(C)C)nc2c1c(=O)[nH]c(=O)n2C	0	100	0	99	99	-2	-2	104	97	3	100
58	CCc1ccc2[nH]c(=O)c(CN(Cc3ccccc3OC)Cc3nnnn3Cc3ccco3)cc2c1	-5	102	-8	100	100	-9	-12	98	101	0	101
59	O=C(CN1C2=NCCN2c2ccccc21)c1cccs1	-8	102	-19	103	103	-8	-8	98	100	-3	103
60	Cc1cc(C)cc(NC(=O)CSc2nnc(Cn3c(=O)sc4ccccc43)n2C)c1	2	99	4	100	97	-1	3	104	97	2	98
61	CN(C)S(=O)(=O)c1ccc(Cl)c(NC(=O)CSc2nc3c(cc2C#N)C(=O)CC(C)(C)C3)c1	-3	100	-1	95	96	0	-3	96	97	0	98
62	Cc1ccc(C(=O)NC(=C(Cl)Cl)S(=O)(=O)c2ccc(Cl)cc2)cc1	-2	96	0	105	96	-7	-6	98	94	-2	97
63	O=C(c1cccs1)c1ccc(-c2cccs2)s1	5	96	10	96	95	2	-28	94	94	2	95
64	Cn1cc([N+](=O)[O-])c(C(=O)N/N=C/c2cc3c(cc2Br)OCO3)n1	-1	98	-2	96	101	-3	-6	101	98	4	100
65	CCOC(=O)C1CCN(Cc2nc(-c3ccc(OC)c(OC)c3)no2)CC1	-8	96	-10	92	94	-15	-4	93	94	0	95
66	COC(=O)c1cc(=O)nc2sc(-c3cccs3)nn12	0	102	-7	104	99	-9	-4	96	99	4	101
67	Cc1ccc(CSc2ccc3nnc(-c4ccccn4)n3n2)cc1	1	90	-4	88	91	-8	-2	96	89	1	94
